# DAX1 inh-1: DAX1 (NR0B1) inhibition, primary screen; HEK293T StAR-luciferase reporter, SF-1/DAX-1 repression relief; AID 652010; inhibition, % at 6.8 µM; 370,000 tested, 1.1% active;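 active = inhibition above the mean over all tested compounds plus 3 SD, cut at about 3.6% in these data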;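 also: 0% = DAX-1 cells with DMSO and 100% = cells lacking DAX-1 with DMSO; higher inhibition means more luminescence from relief of DAX-1 repression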
# hgDAF12 agonist: agonists of H. glycines DAF-12 nuclear receptor; activation, % at 6.8 µM; HEK293 GAL4-hgDAF12 UAS-luciferase reporter, agonist luminescence; normalized to butyrate control; AID 687014; 370,000 tested, 1.8% active;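 active = activation above a cutoff set at the mean of all screened compounds plus 3 SD, cut at about 10% in these data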;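 also: 0% = DMSO wells and 100% = sodium butyrate wells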
# hcDAF-12 act: activators of H. contortus DAF-12 nuclear receptor; HEK293 hcDAF-12 lit1-tk-luc reporter, luminescence; 0% DMSO, 100% Δ7-dafachronic acid; activation, % at 6.8 µM; 370,000 tested, 1.4% active; AID 652067;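 active = activation above the mean of all tested compounds plus 3 SD, cut at about 5.5% in these data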;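 also: 100% = response to 3 µM Δ7-dafachronic acid high control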
# ADAM10 inh: inhibits human ADAM10. AID 720582. 370,000 tested, 0.62% active. inhibition, % at 7 µM. recombinant ADAM10, EDANS/DABCYL FRET peptide cleavage, 3 h;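 active = inhibition above a per-campaign cutoff equal to the mean of compounds falling between control-based bounds plus 3 SD, cut at about 20% in these data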;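 also: 0% = DMSO wells while the 100% control is not disclosed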
# Target sequence (O14672 214-748 limits assumed): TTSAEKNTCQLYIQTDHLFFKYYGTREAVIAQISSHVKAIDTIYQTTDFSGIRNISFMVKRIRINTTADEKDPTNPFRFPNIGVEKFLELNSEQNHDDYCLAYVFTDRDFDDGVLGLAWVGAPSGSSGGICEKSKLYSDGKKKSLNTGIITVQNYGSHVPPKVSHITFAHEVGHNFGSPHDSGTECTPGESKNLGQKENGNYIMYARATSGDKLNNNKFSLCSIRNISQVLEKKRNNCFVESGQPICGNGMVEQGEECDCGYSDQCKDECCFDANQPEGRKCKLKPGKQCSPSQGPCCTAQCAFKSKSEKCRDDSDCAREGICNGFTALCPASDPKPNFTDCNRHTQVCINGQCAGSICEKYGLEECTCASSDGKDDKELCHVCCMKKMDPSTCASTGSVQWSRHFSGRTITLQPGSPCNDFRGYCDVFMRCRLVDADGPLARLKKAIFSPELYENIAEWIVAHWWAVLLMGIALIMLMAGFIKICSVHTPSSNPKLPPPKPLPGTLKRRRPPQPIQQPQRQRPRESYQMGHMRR
# NPR1 activator: GC-A (human) enzyme activation | HEK293 GC-A cells, cGMP TR-FRET, EC30 ANP; 0% at EC30 ANP, 100% saturating ANP | activation, % at 10 µM | 370,000 tested, 0.14% active | AID 1671463; in the data active = activation above about 40%
# DAX1 inh-2: NR0B1 (DAX1) inhibition; 340,000 tested, 0.99% active; inhibition, % at 6.75 µM; AID 504766; HEK293 Gal4-DAX1 luciferase reporter, luminescence;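 active = inhibition above the mean over all tested compounds plus 3 SD, cut at about 4.2% in these data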;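 also: 0% = DAX1-transfected cells with DMSO and 100% = empty-vector control cells with DMSO; inhibition shows as a rise in luminescence from relieved DAX1 repression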
# Target sequence (P51843 207-470 limits assumed): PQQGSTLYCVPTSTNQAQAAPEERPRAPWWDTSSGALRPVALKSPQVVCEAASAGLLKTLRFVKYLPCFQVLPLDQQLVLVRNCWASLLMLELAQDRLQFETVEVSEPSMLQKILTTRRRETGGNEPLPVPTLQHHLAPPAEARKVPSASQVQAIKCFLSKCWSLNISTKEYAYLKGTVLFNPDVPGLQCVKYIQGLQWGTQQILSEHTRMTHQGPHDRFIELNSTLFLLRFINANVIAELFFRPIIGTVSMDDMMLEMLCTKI
# PG9 binder: binds the HIV-1 gp120 antibody PG9. TR-FRET gp120-PG9 antibody binding. inhibition, % at 6.7 µM. 360,000 tested, 0.43% active. AID 624416; in the data active = inhibition above about 8.5%
# SMARCA2 act: activators of SMARCA2 function | MG213 cells, MMTV-luciferase reporter, dexamethasone, overnight | activation, % at 9.1 µM | 370,000 tested, 1% active; in the data active = activation above about 7.8%;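 also: 0% = vehicle wells and 100% = reference activator wells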
# GAA850 FXN act: increases GAA850 frataxin promoter reporter activity | HEK293 lucGAA850 FXN promoter luciferase reporter, 24 h; percent of 10 µM SAHA response | 360,000 tested, 0.56% active | activation, % at 6 µM;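 active = activation above the average of all compounds screened plus 3 SD, cutoff fixed separately per campaign, cut at about 7.5% in these data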;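 also: 0% = DMSO wells and 100% = 10 µM SAHA wells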
# ssDAF12 agonist: activators of S. stercoralis DAF-12 nuclear receptor; HEK293 ssDAF-12/GRIP1 lit1-tk-luc reporter, luminescence; % of 3 µM dafachronic acid response; 370,000 tested, 1% active; activation, % at 6.8 µM;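 active = activation above the mean over all tested compounds plus 3 SD, cut at about 0.9% in these data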;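 also: 0% = DMSO-only wells and 100% = 3 µM delta7-dafachronic acid wells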
# ADAM17 inh: inhibits human ADAM17; P78536; recombinant ADAM17, EDANS/DABCYL FRET peptide cleavage; inhibition, % at 6.95 µM; 370,000 tested, 0.83% active; AID 720648;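 active = inhibition above the mean of compounds lying between control limits plus 3 SD, set per campaign, cut at about 8.5% in these data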;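 also: 0% = DMSO-only wells as the low control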
# * hit, by the source's call; . = not tested or not shown. The order is random, and some 6.8% of all compounds hit somewhere here.
cpd	Structure	DAX1 inh-1	hgDAF12 agonist	hcDAF-12 act	ADAM10 inh	NPR1 activator	DAX1 inh-2	PG9 binder	SMARCA2 act	GAA850 FXN act	ssDAF12 agonist	ADAM17 inh
1	Cc1nc(N2CCC(C)CC2)c2c(C)c(C(=O)Nc3cc(F)ccc3C)sc2n1	-0.3	-0.7	-0.8	2	-5	-0.5	0.3	-2	3.3	-1.5	-2
2	CCOc1cc(NS(=O)(=O)CC)c(OCC)cc1NC(=O)c1ccco1	-0.5	-1.5	0.1	6	2	0.6	-1.2	1	0.6	-1.8	0
3	CC1CCCC(C)N1C(=O)Cn1cc(C#N)c2ccccc21 (centres undefined)	-0.5	1.1	1.0	-9	-7	.	-0.3	-4	3.0	-0.8	-4
4	COc1ccc(NC(=O)c2cc3ccccc3cc2O)cc1	1.5	15*	3.1	5	0	1.6	-2.8	-1	6.9	-0.4	-2
5	Cc1noc(C)c1COc1ccc(C(=O)Nc2ccccn2)cc1	-0.6	0.5	1.6	-1	3	-0.8	-2.6	3	2.0	-0.3	0
6	CC(=O)NNC(=O)c1[nH]c2ccc(Br)cc2c1-c1ccccc1	-0.1	0.0	-1.5	12	-14	-0.6	5.7	0	-1.4	-1.1	3
7	O=C(CSc1nc(-c2ccc(F)cc2)nc2c1Cc1ccccc1O2)Nc1cccc(C(=O)O)c1	-0.2	1.3	5.3	6	-20	-0.2	-0.1	1	3.2	0.6	-2
8	O=C(Nn1cnnc1)c1cc(Br)ccc1Cl	-0.6	-1.3	0.5	5	4	1.2	-2.2	-3	2.4	-1.0	1
9	CCOC(=O)c1oc2cc(O)ccc2c(=O)c1-c1ccccc1OC	0.1	2.2	-1.7	6	0	-1.5	1.4	-5	-2.8	-1.6	0
10	COc1ccc(C(=O)C2CCCN(Cc3ccc(NC(C)=O)cc3)C2)cc1OC (centres undefined)	-0.1	0.4	-1.1	-1	0	-1.4	-1.0	-3	0.2	-1.4	-4
11	C=CCc1cccc(/C=N/n2cnnc2)c1O	-0.2	1.3	-0.3	-5	1	-0.4	1.4	-1	0.2	-1.0	-6
12	CCOc1ccc(S(=O)(=O)/N=C(/Nc2ccc(OC)cc2)c2ccccc2)cc1	-0.6	2.0	0.4	-2	0	0.4	-2.3	-1	1.9	-1.2	-4
13	COC(=O)C1=CN(c2ccc(OC)cc2OC)C(N)=C(C#N)C1c1cccc([N+](=O)[O-])c1 (centres undefined)	-3.2	3.1	-0.7	5	-5	.	0.5	1	.	-0.9	3
14	O=C(Nc1ccc(Cl)cc1F)c1cccc2ccccc12	-0.1	4.7	-0.2	-5	0	0.0	-0.9	3	2.6	-0.3	2
15	O=C1Oc2ccccc2C(=O)/C1=C\N1CCN(c2ccccc2)CC1	-0.3	-1.9	-1.0	6	-5	-0.3	-0.7	-4	1.1	-1.2	3
16	CC1CCN(Cc2nnnn2CCCC(=O)NCC(C)(C)N2CCOCC2)CC1	-0.1	-0.5	0.5	13	3	0.5	0.4	2	-0.5	-1.0	3
17	O=[N+]([O-])c1ccc2c(c1)N([O-])C1(CCCCC1)[N+]2=O	-0.3	-2.1	0.3	-4	-5	.	-4.4	2	.	-1.3	-5
18	COc1cc(-n2c(C)nc3cc(C(=O)N4CCCCC4)ccc32)cc(OC)c1OC	1.5	0.6	0.5	-4	6	.	.	-4	.	-1.6	0
19	CCN1CCCC1CNC(=O)CSc1cc(=O)n(CC)c2ccccc12 (centres undefined)	-0.1	-1.6	-1.6	-16	-3	1.9	-3.9	1	-0.1	-0.8	-8
20	O=C(NC(=S)Nc1ccc(C(F)(F)F)cc1)c1csnn1	0.1	0.7	-1.9	1	-4	-0.6	-0.3	-2	1.1	-0.3	1
21	CC1CCN(C(NC(=O)c2ccco2)C(=O)c2ccccc2)CC1 (centres undefined)	0.0	3.3	-0.4	-3	-3	1.0	1.4	-5	2.2	-0.8	-5
22	COC(=O)/C=C/c1ccccc1S(=O)(=O)N(Cc1ccccc1)Cc1ccco1	-0.8	-3.3	-1.2	1	-9	-1.9	-1.3	-2	-1.5	-1.4	1
23	COc1cc(CNc2ncc(-c3ccc(Br)cc3)n2C)cc(OC)c1O	0.1	-1.2	-2.5	4	-6	0.3	-2.1	-1	-0.9	-1.1	5
24	CCOC(=O)C1(Cc2ccccc2C)CCCN(C(=O)c2sccc2C)C1 (centres undefined)	-2.3	-1.2	-1.0	-9	0	-0.1	-1.5	4	-2.4	-0.9	1
25	COc1cc(-c2n[nH]c(=O)o2)cc(OC)c1OC	0.3	1.1	-1.7	7	4	0.9	-0.1	2	0.3	-1.3	-3
26	O=C(OCC(=O)N(CCc1ccccc1)Cc1ccccc1)c1ccccc1[N+](=O)[O-]	0.9	1.6	-1.1	15	-2	-0.6	-1.5	-2	-1.4	-1.2	6
27	CCCCCCC[C@H](N)[C@H](O)C(=O)N(C)[C@@H](CCS(C)=O)C(=O)N[C@@H](Cc1ccc(O)cc1)C(=O)O (some centres undefined)	.	1.1	-0.8	-11	0	.	.	.	.	-0.8	-5
28	O=C(C1CCN(C2CCN(Cc3cccc4c3OCO4)CC2)CC1)N1CCOCC1	3.2	1.7	1.9	-8	0	-1.1	-0.8	-2	1.7	-0.3	-4
29	CC(=O)COc1ccc2c3c(c(=O)oc2c1C)CCCCC3	0.8	5.0	-0.5	-411	3	0.5	-1.3	5	5.0	-1.3	-127
30	CS(=O)(=O)N1CCN(c2ccc([N+](=O)[O-])c3cccnc23)CC1	0.0	0.0	-0.5	3	2	1.7	-0.8	-1	0.9	-1.6	-1
31	CCCCC(NC(C)=O)c1nc2ccccc2n1CCCC (centres undefined)	-1.1	0.2	-2.8	4	-17	-2.2	-0.4	-1	-1.4	-2.0	-3
32	COC(=O)C(CO)NC(=O)C1CCCN1C(=O)CNC(=O)OCc1ccccc1 (centres undefined)	0.5	-1.2	0.8	9	0	-0.1	-2.2	-4	1.4	-1.1	-3
33	Cc1ccc(CNS(=O)(=O)c2ccc3c(c2)CCN3C(=O)C2CCC2)cc1	-0.7	0.0	2.1	0	-2	-0.6	1.4	-2	0.3	-1.1	-2
34	CCc1ccc(NC(=S)NC2CC3CCCC(C2)N3Cc2ccccc2)cc1 (centres undefined)	-0.2	3.5	-1.4	0	-5	-0.1	0.7	-1	-2.3	-1.1	-2
35	CCCOc1ccc(C(=O)O/N=C(\CC)c2ccc(C)cc2)cc1	-0.6	-1.1	-1.1	-3	4	-1.2	-0.8	-2	0.9	-0.6	-2
36	COc1cccc(CN2CCC2(C)C(=O)NCc2cccc(C(F)(F)F)c2)c1OC (centres undefined)	-0.5	1.1	-1.2	10	-6	.	-1.4	0	-8.2	-1.8	-2
37	CN(Cc1ccccc1)c1ncnc2[nH]ncc12	-1.2	-3.3	-1.9	-12	3	-0.9	-1.7	3	0.4	-1.2	-5
38	CSc1ccc(/C=N/n2c(C3CCCCC3)n[nH]c2=S)cc1	-0.2	-1.9	-3.9	-2	-1	-0.9	-1.7	-3	3.1	-1.4	-7
39	COc1cccc(C2c3c(-c4cc(Cl)c(C)cc4O)n[nH]c3C(=O)N2Cc2cccnc2)c1 (centres undefined)	-0.5	-3.1	-2.0	4	-33	0.3	-0.6	0	2.0	-1.1	1
40	S=C1NC2=C(CCCC2=C2SCCS2)C(c2ccccc2)N1 (centres undefined)	0.6	9.1	3.3	13	0	0.2	-1.6	-1	-1.1	-1.3	5

# A draw from above in order of molecular weight, rising:
cpd	Structure	DAX1 inh-1	hgDAF12 agonist	hcDAF-12 act	ADAM10 inh	NPR1 activator	DAX1 inh-2	PG9 binder	SMARCA2 act	GAA850 FXN act	ssDAF12 agonist	ADAM17 inh
35	CCCOc1ccc(C(=O)O/N=C(\CC)c2ccc(C)cc2)cc1	-0.6	-1.1	-1.1	-3	4	-1.2	-0.8	-2	0.9	-0.6	-2
40	S=C1NC2=C(CCCC2=C2SCCS2)C(c2ccccc2)N1 (centres undefined)	0.6	9.1	3.3	13	0	0.2	-1.6	-1	-1.1	-1.3	5
34	CCc1ccc(NC(=S)NC2CC3CCCC(C2)N3Cc2ccccc2)cc1 (centres undefined)	-0.2	3.5	-1.4	0	-5	-0.1	0.7	-1	-2.3	-1.1	-2

# (next part)
cpd	Structure	DAX1 inh-1	hgDAF12 agonist	hcDAF-12 act	ADAM10 inh	NPR1 activator	DAX1 inh-2	PG9 binder	SMARCA2 act	GAA850 FXN act	ssDAF12 agonist	ADAM17 inh
41	O=C1CC(N(O)C2CC(=O)N(Cc3ccccc3)C2=O)C(=O)N1Cc1ccccc1 (centres undefined)	-0.5	-2.8	-2.1	-15	12	-0.1	0.5	-4	-2.7	-1.2	3
42	S=C(NCc1ccccc1)NCc1ccco1	-0.2	0.3	-1.2	-12	3	-0.6	-1.6	-1	2.7	-1.3	-1
43	C[C@@H]1CN([C@@H](C)CO)C(=O)CCCn2nncc2CO[C@@H]1CN(C)S(C)(=O)=O	-0.5	1.5	-0.6	-8	3	0.7	-0.5	0	0.6	-0.7	-4
44	COCCCNC(=O)c1cc(-c2cccnc2)nc2ccccc12	-0.7	-0.2	-2.8	-2	4	0.5	-1.2	-1	2.0	-1.4	-3
45	COc1ccccc1P(=O)(Cc1ccccc1[N+](=O)[O-])c1ccccc1 (centres undefined)	-0.3	-0.6	-2.7	6	-13	-0.7	-1.8	0	-0.1	-0.9	2
46	O=C(N/N=C/c1ccccc1OC(F)F)C1=COCCO1	-0.1	4.6	0.9	-40	0	-1.5	-1.4	-2	0.9	-0.2	-1
47	O=C(O)CNC(=S)N(Cc1cccs1)C1CCCCC1	-0.2	0.9	-1.1	-1	1	0.0	1.8	1	2.1	-2.1	0
48	O=c1cc(CN2CCN(c3ccccn3)CC2)nc2sccn12	-0.4	-1.2	5.7*	-10	-3	0.7	-1.2	1	-0.7	-1.2	-1
49	CC1(C)c2ccccc2N2CC(=O)NC21/C=C/c1ccco1 (centres undefined)	-0.3	-1.4	-0.7	-189	13	0.5	3.4	-1	1.4	-1.6	-58
50	CC1(C)Cc2c(sc(NC(=O)Cc3ccccc3)c2C#N)CO1	-0.3	0.9	-0.4	-3	6	2.7	1.2	-7	1.8	-1.1	-6
51	COc1ccc(CCNC(=O)COC(=O)c2ccc(Br)o2)cc1OC	-1.1	-0.8	-1.1	-2	3	-1.3	-2.9	-1	1.1	-1.2	-3
52	COc1c(O)ccc(C2NC(=O)NC(C)=C2C(=O)Nc2ccccc2C)c1[N+](=O)[O-] (centres undefined)	-0.8	-0.7	-2.2	0	2	-0.2	-0.2	-1	-1.6	-0.7	1
53	Cc1ccccc1N(CC(=O)Nc1ccc(S(=O)(=O)N2CCOCC2)cc1)S(C)(=O)=O	0.7	0.2	-1.6	-4	-1	-0.5	-0.2	-2	-0.9	-1.8	-3
54	CC(=O)Nc1ccc(S(=O)(=O)N(C)CC(=O)N/N=C/c2cccc(O)c2)cc1	0.1	-2.6	-0.6	-2	-5	-0.5	-2.5	-3	0.6	-1.1	0
55	CCC(CC)c1nnc(NC(=O)Cc2ccccc2[N+](=O)[O-])s1	0.2	-3.8	3.2	2	-3	-0.1	-0.3	-3	1.2	-1.2	1
56	O=C1NC[C@@H](c2ccccc2)OC(=O)[C@H](Cc2ccc(F)cc2)C/C=C\C[C@@H]1CC(=O)N(CCO)Cc1ccccc1	-0.5	-5.7	-1.3	0	4	0.6	0.3	0	-2.6	-1.1	-1
57	Cc1cc(NC(=O)CCl)n(-c2nc3ccccc3s2)n1	0.9	-0.4	6.8*	-2	-3	-1.1	-2.2	3	1.4	0.4	0
